zVAD death inh = blocks zVAD induced death of L929 cells | L929 zVAD necroptosis rescue, ATP luminescence, 24 h; with zVAD 60 µM | viability rescue, % at 10 µM | 0.38% of 220,000 active;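 active = activation, scaled between plate controls, above about 75%, limit read from the data; inactive = activation under that limit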;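 also: 0% = zVAD with DMSO and 100% = DMSO alone without zVAD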
Hck-Nef inh = inhibitors of human Hck kinase activated by Nef. inhibition, % at 20 µM. Recombinant Hck-YEEI plus Nef, Z-Lyte FRET kinase assay. 0.68% of 220,000 active. AID 463187. P08631;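 active = Hck-Nef kinase inhibition above about 50%, limit read from the data; inactive = inhibition below that limit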;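 also: 0% = DMSO with Hck plus Nef and 100% = Hck alone without Nef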
Target sequence (P08631 whole entry, looked up): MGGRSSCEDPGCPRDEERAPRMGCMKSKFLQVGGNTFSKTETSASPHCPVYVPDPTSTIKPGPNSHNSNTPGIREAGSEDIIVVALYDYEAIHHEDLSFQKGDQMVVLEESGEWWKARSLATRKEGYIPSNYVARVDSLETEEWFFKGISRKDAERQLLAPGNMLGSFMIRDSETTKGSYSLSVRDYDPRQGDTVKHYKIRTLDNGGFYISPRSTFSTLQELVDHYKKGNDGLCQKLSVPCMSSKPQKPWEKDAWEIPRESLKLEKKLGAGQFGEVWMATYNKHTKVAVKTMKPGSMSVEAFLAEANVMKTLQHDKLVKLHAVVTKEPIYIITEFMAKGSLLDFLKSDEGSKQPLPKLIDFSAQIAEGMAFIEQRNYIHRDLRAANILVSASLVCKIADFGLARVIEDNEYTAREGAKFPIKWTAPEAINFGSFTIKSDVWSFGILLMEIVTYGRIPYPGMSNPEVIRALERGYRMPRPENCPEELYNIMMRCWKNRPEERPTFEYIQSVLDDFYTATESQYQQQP
KCC2 mod = modulators of human KCC2 chloride dependent transport | Q9H2X9 | KCC2 cells, thallium flux FluoZin-2 fluorescence | B-score of Tl+ flux slope (higher = more flux/activation; lower = inhibition) at 10 µM | 2.2% of 190,000 active;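 active = thallium flux slope and its plate-corrected score both differing from the plate sample mean at a set confidence after two filtering rounds, in either direction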;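 also: slope of fluorescence scaled to starting intensity during 10 to 20 s after thallium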
Thrombin inh = inhibitors of human thrombin. inhibition, % at 5 µM. 0.26% of 220,000 active. P00734. alpha-thrombin, Boc-VPR-AMC fluorogenic substrate cleavage;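 active = inhibition at or above 40%; inactive = inhibition below 40%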;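 also: 0% = enzyme with no compound and 100% = wells without enzyme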
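Test system: human alpha-thrombin protein / Dosing: one concentration per compound, 5 µM, with 0.2% DMSO / Medium: pH 7.5 Tris-saline with Tween 20 / Benchmarks: no-compound enzyme wells and no-enzyme blanks / Read-out basis: percent inhibition of thrombin substrate cleavage / Timing: reaction at room temperature / Measured by: fluorescence, ex 355 nm, em 460 nm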
FXIa inh 1536 = inhibitors of human coagulation factor XIa; AID 798; inhibition, % at 5 µM; purified FXIa, Boc-Glu-Ala-Arg-AMC fluorogenic substrate; P03951; 0.14% of 220,000 active;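 active = inhibition of at least 40%; inactive = inhibition below 40%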;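 also: fluorescence of freed AMC excited at 355 nm; 0% = enzyme without compound and 100% = no enzyme blank; many of its hits are not listed in these tables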
Rad51 HR inh = Rad51 (human) homologous recombination inhibition | Q06609 | hRad51 DNA strand exchange, fluorescence dequenching | inhibition, % at 10 µM | 0.085% of 200,000 active | AID 1385;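 active = inhibition above 40% at the single screening dose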;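 also: 0% = DMSO control wells and 100% = blanks with heterologous ssDNA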
Target sequence (Q06609 whole entry, looked up): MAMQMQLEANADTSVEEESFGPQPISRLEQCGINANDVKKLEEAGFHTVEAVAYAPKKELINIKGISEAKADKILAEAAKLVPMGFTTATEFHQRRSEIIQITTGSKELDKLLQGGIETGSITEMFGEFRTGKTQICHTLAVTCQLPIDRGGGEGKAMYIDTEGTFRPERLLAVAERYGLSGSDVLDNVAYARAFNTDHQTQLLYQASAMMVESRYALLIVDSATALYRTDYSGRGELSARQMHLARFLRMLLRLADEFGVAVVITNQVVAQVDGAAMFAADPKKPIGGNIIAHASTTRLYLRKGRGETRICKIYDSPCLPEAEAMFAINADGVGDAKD
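material = hRad51 filaments on single-stranded DNA | timing = filaments 15 min 37 °C, then compound 30 min | signal = FRET fluorescence dequenching, excitation 485 nm, emission 520 nm | benchmarks = control wells and blank wells on each plate | evaluation = percent inhibition relative to plate controls and blanks | compound = 10 µM final, single point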
TNF necrop inh = inhibitors of TNF-alpha induced necroptosis in Jurkat FADD-/- cells; Jurkat FADD-/- TNF necroptosis rescue, ATP luminescence, 24 h; 0 = TNF only, 100 = no-TNF cells; activation (protection from cell death), % at 10 µM; 0.068% of 220,000 active; AID 463075;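 active = activation, meaning protection from cell death, of at least 50% relative to plate controls; inactive = activation below 50%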;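 also: necroptosis triggered by 40 ng/mL TNF-alpha added together with compound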
hK5 inh = inhibitors of human kallikrein 5. 0.59% of 210,000 active. inhibition, % at 5 µM. Q9Y337. recombinant hK5, fluorogenic AMC substrate cleavage;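 active = inhibition of 40% or more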;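 also: 0% = enzyme controls without compound and 100% = no-enzyme blanks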
Target sequence (Q9Y337 67-293 limits assumed): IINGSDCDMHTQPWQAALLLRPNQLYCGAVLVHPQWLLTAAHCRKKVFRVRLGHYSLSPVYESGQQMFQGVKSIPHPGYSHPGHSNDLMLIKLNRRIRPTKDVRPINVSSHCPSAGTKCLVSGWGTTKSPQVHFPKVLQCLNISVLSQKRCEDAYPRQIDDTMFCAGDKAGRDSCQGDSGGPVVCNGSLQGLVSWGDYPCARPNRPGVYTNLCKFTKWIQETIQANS
FXIIa inh 1536 = factor XIIa (human) inhibition; 0.3% of 220,000 active; purified FXIIa, Boc-QGR-AMC fluorogenic substrate, 2 h; inhibition, % at 5 µM; in the data active = inhibition above about 40%;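 also: 0% = enzyme with no compound and 100% = blank without enzyme; many of its hits are not listed in these tables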
Numbers without * were called inactive.

`CCOC(=O)/C=C(/C)N1N=C(c2ccc(OC)cc2)CC1c1cccc([N+](=O)[O-])c1` (stereo unspecified) gave zVAD death inh 0.6, Hck-Nef inh 1.1, KCC2 mod 0.388, Thrombin inh -0.1, FXIa inh 1536 2.7, TNF necrop inh 2.6, hK5 inh -4.0 and FXIIa inh 1536 5.7.
Screening O=C(NCCN1CCOCC1)c1cc2n(n1)C(C(F)(F)F)CC(c1ccc(F)cc1)N2 (stereo unspecified) returned zVAD death inh 1.3, Hck-Nef inh -0.1, Thrombin inh 5.2, FXIa inh 1536 7.9, Rad51 HR inh 6.5, TNF necrop inh -0.1, hK5 inh -3.5 and FXIIa inh 1536 20.5.
`S=C(NCc1ccc(Cl)cc1)Nc1ccc(Cl)cc1Cl` gave zVAD death inh 1.2, Hck-Nef inh 0.2, KCC2 mod 1.47, Thrombin inh -7.7, FXIa inh 1536 2.2, Rad51 HR inh -10.1, TNF necrop inh 0.9, hK5 inh 0.9 and FXIIa inh 1536 10.4.
`CC[n+]1c(/C=C2\C=C(C)CC(C)(C)C2)sc2ccccc21` gave zVAD death inh -0.5, Hck-Nef inh 0.4, KCC2 mod -0.753, Thrombin inh 0.6, FXIa inh 1536 -1.3, Rad51 HR inh -6.4, TNF necrop inh -19.0, hK5 inh 3.8 and FXIIa inh 1536 16.4.
Screening CS(=O)(=O)c1sc2nc(-c3cccs3)cc(-c3ccccc3)c2c1N returned zVAD death inh -0.2, Hck-Nef inh -0.1, KCC2 mod 0.0102, Thrombin inh 3.9, FXIa inh 1536 8.2, Rad51 HR inh 2.8, TNF necrop inh 0.0, hK5 inh 3.2 and FXIIa inh 1536 19.5.
Screening COC(=O)C1=C(C)N(C(C)C)C(=O)C1(NC(C)=O)C(F)(F)F (stereo unspecified) returned zVAD death inh 0.0, Hck-Nef inh -1.8, Thrombin inh -0.5, FXIa inh 1536 0.6, Rad51 HR inh 3.5, TNF necrop inh 0.1, hK5 inh 2.5 and FXIIa inh 1536 12.5.
Screening Cc1ccc(NC(=O)NNC(=O)c2sccc2-n2cccc2)cc1 returned zVAD death inh 20.5, Hck-Nef inh 24.4, KCC2 mod -0.995, Thrombin inh -19.1, FXIa inh 1536 -0.3, Rad51 HR inh 23.2, TNF necrop inh 2.6, hK5 inh 7.7 and FXIIa inh 1536 5.8.
COc1ccccc1C(=O)NC(CCSC)C(=O)NCC(c1ccco1)N(C)C (stereo unspecified) was read as zVAD death inh 0.9, Hck-Nef inh 1.3, Thrombin inh 0.8, FXIa inh 1536 12.4, Rad51 HR inh -1.1, TNF necrop inh -0.8, hK5 inh 2.5 and FXIIa inh 1536 19.6.
For CC(C)c1nnc(NC(=O)CCC(=O)Nc2ccc(F)cc2)s1 the results were zVAD death inh 1.5, Hck-Nef inh 1.6, Thrombin inh -3.2, FXIa inh 1536 -0.7, Rad51 HR inh -1.9, TNF necrop inh 0.6, hK5 inh 1.8 and FXIIa inh 1536 22.2.
CC(=O)OCc1nc2sc(C)c(C)c2c(=O)[nH]1 was read as zVAD death inh -0.2, Hck-Nef inh 6.3, KCC2 mod 0.253, Thrombin inh -5.3, FXIa inh 1536 -1.0, Rad51 HR inh -1.1, TNF necrop inh -0.7, hK5 inh -14.0 and FXIIa inh 1536 6.0.
O=C(CSc1nc(-c2ccccc2)cc(=O)[nH]1)N1CCc2ccccc21 was read as zVAD death inh -0.6, Hck-Nef inh 1.9, KCC2 mod -0.834, Thrombin inh -4.2, FXIa inh 1536 -3.6, Rad51 HR inh 7.2, TNF necrop inh -1.6, hK5 inh 1.2 and FXIIa inh 1536 25.6.
`O=C(NC1CCCCC1)C(c1ccncc1)N(Cc1ccccc1)C(=O)c1ccc(-c2ccccc2)[nH]1` (stereo unspecified) gave zVAD death inh 1.0, Hck-Nef inh -1.4, KCC2 mod -1.9, Thrombin inh -1.6, FXIa inh 1536 -18.9, TNF necrop inh -10.4, hK5 inh 9.5 and FXIIa inh 1536 8.8.
Screening COc1ccc(SCC(=O)Nc2ccccc2Cl)cc1 returned zVAD death inh 1.2, Hck-Nef inh 0.8, KCC2 mod 0.0139, Thrombin inh 1.6, FXIa inh 1536 -4.4, Rad51 HR inh 22.8, TNF necrop inh 2.7, hK5 inh -5.8 and FXIIa inh 1536 2.4.
`O=C(NCc1ccco1)C1Cc2ccccc2CN1S(=O)(=O)c1ccccc1F` (stereo unspecified) gave zVAD death inh 0.0, Hck-Nef inh 1.0, KCC2 mod 0.0501 and TNF necrop inh -7.3.
Screening CCNC(=O)N1C(=O)C2(OCCO2)c2cc(Br)ccc21 returned zVAD death inh 0.1, Hck-Nef inh 0.1, KCC2 mod 0.775, Thrombin inh 3.4, FXIa inh 1536 3.5, Rad51 HR inh -4.2, TNF necrop inh -2.5, hK5 inh 7.3 and FXIIa inh 1536 14.9.

Quoted at random: 2 compounds from above
COc1ccccc1C(=O)NC(CCSC)C(=O)NCC(c1ccco1)N(C)C (stereo unspecified) was read as zVAD death inh 0.9, Hck-Nef inh 1.3, Thrombin inh 0.8, FXIa inh 1536 12.4, Rad51 HR inh -1.1, TNF necrop inh -0.8, hK5 inh 2.5 and FXIIa inh 1536 19.6.
`O=C(NC1CCCCC1)C(c1ccncc1)N(Cc1ccccc1)C(=O)c1ccc(-c2ccccc2)[nH]1` (stereo unspecified) gave zVAD death inh 1.0, Hck-Nef inh -1.4, KCC2 mod -1.9, Thrombin inh -1.6, FXIa inh 1536 -18.9, TNF necrop inh -10.4, hK5 inh 9.5 and FXIIa inh 1536 8.8.

More entries.
`Cc1csc(NC(=O)CCNC(=O)c2ccccc2Cl)n1` gave zVAD death inh 1.3, Hck-Nef inh 26.2, KCC2 mod -0.0572, Thrombin inh 3.2, FXIa inh 1536 -4.0, Rad51 HR inh -8.3, TNF necrop inh -0.3, hK5 inh -9.6 and FXIIa inh 1536 3.3.
Cc1ccc(NC(=O)N2CCC(C(N)=O)CC2)cc1 was read as zVAD death inh 1.2, Hck-Nef inh -8.0, KCC2 mod 0.0607, Thrombin inh 2.3, FXIa inh 1536 -0.3, Rad51 HR inh -3.7, TNF necrop inh 0.0, hK5 inh 6.6 and FXIIa inh 1536 7.4.
For COC(=O)[C@H]1C[C@@H]1[C@H](NS(=O)(=O)c1ccccc1)c1ccccc1 the results were zVAD death inh 0.5, Hck-Nef inh -0.4, KCC2 mod -0.00832, Thrombin inh 3.5, FXIa inh 1536 10.2, Rad51 HR inh 0.6, TNF necrop inh 0.8, hK5 inh 1.2 and FXIIa inh 1536 19.9.
Cc1cccc(N/N=C(\C=N\N)C(=O)c2ccc(Br)cc2)c1 was read as zVAD death inh 2.0, Hck-Nef inh 23.7, KCC2 mod 1.47, Thrombin inh -8.3, FXIa inh 1536 1.9, Rad51 HR inh 16.5, TNF necrop inh 1.2, hK5 inh -3.0 and FXIIa inh 1536 7.8.
CCCN1C(=O)c2cc(C(=O)NCc3cccs3)ccc2C1O (stereo unspecified) was read as zVAD death inh 2.6, Hck-Nef inh 0.8, KCC2 mod -1.59, Thrombin inh -1.1, FXIa inh 1536 5.0, Rad51 HR inh 8.7, TNF necrop inh 1.4, hK5 inh -5.7 and FXIIa inh 1536 3.0.
CCn1cnc2cc(NC(=O)c3cccs3)ccc21 was read as zVAD death inh 21.4, Hck-Nef inh 21.9, KCC2 mod -0.253, Thrombin inh -4.3, FXIa inh 1536 -2.1, Rad51 HR inh 2.6, TNF necrop inh -0.1, hK5 inh 0.5 and FXIIa inh 1536 11.7.
Cc1cc(C)n2c(SCC#N)nnc2n1 was read as zVAD death inh 1.8, Hck-Nef inh -1.5, KCC2 mod 0.703, Thrombin inh -6.1, FXIa inh 1536 1.4, Rad51 HR inh -7.9, TNF necrop inh 2.2, hK5 inh -12.8 and FXIIa inh 1536 10.7.
COc1ccc2c(c1)c(=O)c(C(=O)O)c(-c1ccc3c(c1)OCO3)n2C was read as zVAD death inh 0.2, Hck-Nef inh 1.8, Thrombin inh -4.4, FXIa inh 1536 5.1, Rad51 HR inh 15.4, TNF necrop inh 0.4, hK5 inh -5.6 and FXIIa inh 1536 11.3.
For CCN(CC)CC(C)CNC(=O)CC(C(=O)N1CCc2ccccc21)n1ccnc1 (stereo unspecified) the results were zVAD death inh 0.2, Hck-Nef inh 0.3, Thrombin inh -0.1, FXIa inh 1536 -2.7, Rad51 HR inh 4.5, TNF necrop inh -0.8, hK5 inh -11.7 and FXIIa inh 1536 1.0.
For CCCOC(=O)C1C2C=CC3(CN(c4cccc(Cl)c4)C(=O)C13)O2 (stereo unspecified) the results were zVAD death inh 0.1, Hck-Nef inh -2.7, KCC2 mod 1.35, Thrombin inh 0.3, FXIa inh 1536 4.7, Rad51 HR inh -9.2, TNF necrop inh 1.1, hK5 inh 2.7 and FXIIa inh 1536 12.4.
O=C(Nc1ccc(S(=O)(=O)Nc2nccs2)cc1)c1cc(-c2ccccc2)nc2ccccc12 was read as zVAD death inh 0.8, Hck-Nef inh 3.3, KCC2 mod 0.913, Thrombin inh 1.3, FXIa inh 1536 6.1, Rad51 HR inh -13.9, TNF necrop inh 1.7, hK5 inh 9.1 and FXIIa inh 1536 6.2.
`CCn1ncc(Br)c1C(=O)Nc1ccccc1OC` gave zVAD death inh 6.3, Hck-Nef inh 18.6, KCC2 mod -1.56, Thrombin inh -3.2, FXIa inh 1536 -5.8, Rad51 HR inh -1.4, TNF necrop inh -0.9, hK5 inh -2.0 and FXIIa inh 1536 8.0.
Screening Cc1cc(NC(=O)C(C)C)n(-c2nc3ccccc3s2)n1 returned zVAD death inh -0.8, Hck-Nef inh -15.4, KCC2 mod -0.86, Thrombin inh -5.8, FXIa inh 1536 11.3, Rad51 HR inh -12.6, TNF necrop inh -0.6, hK5 inh 6.8 and FXIIa inh 1536 12.2.
CCOC(=O)C1=C(Cc2ccc(F)cc2)C(=O)c2ccccc2C1=O was read as zVAD death inh -0.8, Hck-Nef inh -4.0, KCC2 mod -0.0655, Thrombin inh 2.3, FXIa inh 1536 5.7, Rad51 HR inh -8.4, TNF necrop inh -23.2, hK5 inh -2.2 and FXIIa inh 1536 9.5.
CCCSC1=C(C#N)C(c2cccs2)CC(=O)N1 (stereo unspecified) was read as zVAD death inh -0.2, Hck-Nef inh -7.9, KCC2 mod -0.0332, Thrombin inh -4.1, FXIa inh 1536 1.1, TNF necrop inh 0.1, hK5 inh 2.5 and FXIIa inh 1536 7.9.
CCCCn1c(=O)[nH]c2ccccc21 was read as zVAD death inh 1.1, Hck-Nef inh -0.4, KCC2 mod 0.915, Thrombin inh 2.7, FXIa inh 1536 4.8, Rad51 HR inh -5.5, TNF necrop inh 0.4, hK5 inh -6.6 and FXIIa inh 1536 14.4.
CCSc1ncnc2sc(C)c(C)c12 was read as zVAD death inh -0.8, Hck-Nef inh -4.2, KCC2 mod -0.762, Thrombin inh -8.7, FXIa inh 1536 -8.5, Rad51 HR inh -11.6, TNF necrop inh 0.6, hK5 inh 0.3 and FXIIa inh 1536 -4.7.
Screening NC(=O)C1CCN(CC(=O)c2c[nH]c3ccc(F)cc23)CC1 returned zVAD death inh 1.5, Hck-Nef inh -0.1, KCC2 mod 1.01, Thrombin inh -3.9, FXIa inh 1536 3.7, Rad51 HR inh -0.1, TNF necrop inh 0.7, hK5 inh 1.4 and FXIIa inh 1536 8.3.

Assay outcomes: PubChem, several laboratories

Not all compounds are listed, so the mix of outcomes need not match the whole.
